Assay outcomes: PubChem BioAssay, Southern Research Specialized Biocontainment Screening Center
Salmonella PhoP GFP: PhoP regulon inhibitors, Salmonella typhi PhoP promoter GFP reporter, confirmatory (AID 1850). Salmonella Typhi PhoP-promoter GFP reporter, fluorescence, 4 h; higher % means a stronger effect. inhibition, % at 50 µM; hits with a dose series show IC50 in µM. actives 0.33% (n = 310,000); in the data active = a potency from the dose series; inconclusive = inhibition mostly from about 25% at the one dose, without a potency; inactive = the rest, 99 in 100 with inhibition below about 19%;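 note: 0% = induced wells with vehicle and 100% = uninduced wells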
H37Rv inhibition: M. tuberculosis growth inhibition, HTS (AID 449762) | actives 0.59% (n = 330,000) | M. tuberculosis H37Rv growth inhibition, 7H9 media; higher % means a stronger effect | inhibition, % at 25 µM, or IC50 in µM where a hit was titrated; in the data active = a potency from the dose series; inconclusive = inhibition above about 70% without an active follow-up result;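 note: bacterial growth assessed after seven days of incubation; strong numbers were not always called active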
influenza NS1A: H1N1 influenza NS1A inhibitors, functional cell based assay (AID 504329). NS1A functional cell-based assay, percent inhibition; higher % means a stronger effect. actives 0.3% (n = 340,000). one-dose inhibition, % at 12.5 µM; IC50 in µM for titrated hits; in the data active = a potency from the dose series; inconclusive = inhibition above about 27% without an active follow-up result; note: strong numbers were not always called active
inhibitors of VEEV: inhibitors of VEEV TC-83 cytopathic effect, confirmation, Vero cells (AID 588727); Vero cells, VEEV TC-83 cytopathic effect inhibition; higher % means a stronger effect; inhibition, % at 20 µM, or IC50 in µM where a hit was titrated; actives 0.13% (n = 350,000); in the data active = a potency from the dose series; inconclusive = inhibition mostly from about 14% at the one dose, without a potency; inactive = the rest, 99 in 100 with inhibition below about 12%; note: strong numbers were not always called active
M. tuberculosis: growth inhibition of non-replicating M. tuberculosis (AID 488890); Mycobacterium tuberculosis non-replicating, growth inhibition; higher % means a stronger effect; inhibition, % at 25 µM; hits with a dose series show IC50 in µM; actives 0.39% (n = 320,000); in the data active = a potency from the dose series; inconclusive = inhibition mostly from about 82% at the one dose, without a potency; inactive = the rest, 99 in 100 with inhibition below about 76%;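 note: plate controls were DMSO cells for no effect and high antibiotic wells for full effect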
inhibitors of VEEV 10K pilot screen: recorded beside inhibitors of VEEV, whose call it bears; inhibition, %; measured here: 10K pilot screen inhibition
* = called active by the depositor; i = inactive; ? = inconclusive; · = not tested or not shown.

SMILES	Salmonella PhoP GFP	H37Rv inhibition	influenza NS1A	inhibitors of VEEV	M. tuberculosis	others
O=C(Nc1cc(C(F)(F)F)ccc1N1CCOCC1)c1cccs1	7%	-5%	1%	4.2%	-8%	inhibitors of VEEV 10K pilot screen=0.0
Cn1nc(C(=O)Nc2ccc(S(=O)(=O)NCc3ccco3)cc2)c2ccccc2c1=O	10%	5%	·	·	8%
CCCC(c1nnnn1C1CCCCC1)N1CCN(c2ncccn2)CC1 (stereo not drawn)	-7%	0%	2%	1.5%	9%	inhibitors of VEEV 10K pilot screen=0.3
COC(=O)/C(=C\Nc1ccc(Cl)cc1Cl)NC(=O)c1ccccc1	-11%	13%	-3%	1.2%	10%
CCOC(=O)c1cc2ccc(OC)cc2oc1=O	-13%	14%	8%	1.4%	·
COc1ccc(C2CC(=O)c3sc(NC(C)=O)nc3C2)cc1 (stereo not drawn)	-5%	-5%	6%	2.9%	50%
COc1cccc2cc3c(=O)oc4ccccc4c3nc12	-18%	-3%	4%	0.7%	35%
Cc1ccc2c(c1)N(CC(=O)N1CCN(c3nc4ccccc4s3)CC1)C(=O)C(C)O2 (stereo not drawn)	3%	-2%	13%	2.2%	40%
CC(C)C(NC(=O)c1ccc(C(C)(C)C)cc1)C(=O)Nc1ccc(N2CCOCC2)cc1 (stereo not drawn)	·	-1%	13%	3.5%	62%
CC(C)NC(=O)NC(=O)CN1c2cccc3cccc(c23)S1(=O)=O	-6%	9%	15%	0.1%	-4%
COc1cccc(NC(=O)CN(C)C(=O)c2c(-c3ccccc3)noc2C)c1	-3%	1%	21%	6.0%	17%
Cc1cccc(OC(C)C(=O)Nc2ccc(S(=O)(=O)N3CCCC3)cc2)c1 (stereo not drawn)	-5%	-1%	-1%	5.6%	17%
CCn1c(SCC(=O)O)nnc1-c1ccc2[nH]c(C)c(C)c2c1	10%	-8%	-1%	0.3%	-5%
O=C(Nc1ccc(F)c(Cl)c1)c1cc(-c2ccco2)on1	6%	5%	5%	0.8%	42%
CCCOC(=O)Nc1ccc(C(N)=O)cc1	2%	-1%	11%	3.3%	4%
CC(C)NC(=O)c1ccc2c(=O)n(C3CCCC3)c(=S)[nH]c2c1	-9%	9%	-10%	0.9%	3%
CCOc1ccc(NC(=O)CN2CCN(CC(=O)Nc3ccc4c(c3)OCO4)CC2)cc1	-6%	-5%	1%	0.1%	14%
COc1cc2nc(C3CCC3)n(NC(=O)c3ccco3)c(=O)c2cc1OC	-9%	-5%	-6%	0.8%	2%
CCc1ccc(CNCc2ccc(F)cc2)cc1	6%	-2%	-4%	1.2%	58%
CC(=O)c1ccc(NC(=O)CSc2ccsc2[N+](=O)[O-])cc1	·	·	-16%	i	·
CC(=O)c1ccc(NC(=O)c2cc3ccccc3o2)cc1	3%	12%	2%	i	·
COc1ccc(C(=O)/C=C2\NCCc3cc(OC)c(OC)cc32)cc1OC	8%	-4%	23%	13%	20%
O=C(NNC(=O)c1ccncc1)Nc1cccc([N+](=O)[O-])c1	-18%	9%	-8%	0.4%	50%
O=C(C1CCCN(S(=O)(=O)c2ccccc2)C1)N1CCCc2ccccc21 (stereo not drawn)	-4%	-6%	10%	6.4%	11%
O=C1c2[nH]nc(-c3ccccc3O)c2C(c2ccccc2)N1Cc1ccco1 (stereo not drawn)	-5%	1%	8%	7.9%	9%
COc1cccc(NC(=O)C(=O)NCCCN2CCCC2=O)c1	5%	5%	1%	2.0%	-9%
CC(=O)c1ccc(O)c(CC=C(C)C)c1	7%	-8%	1%	2.1%	-7%
Cc1ccc2c(c1)cc(C(=O)N[C@@H](Cc1ccccc1)C(=O)O)n2C	4%	-2%	17%	i	-10%
CCOc1ccccc1N1CC(C(=O)N2CCc3ccccc3C2)CC1=O (stereo not drawn)	0%	3%	-2%	7.0%	11%
O=C(CN(c1ccccn1)S(=O)(=O)c1ccc(F)cc1)Nc1ccc(F)cc1F	-6%	13%	4%	0.6%	-20%
COc1ccc(OC)c(C2=C/C(=C/c3ccccn3)C(=O)O2)c1	-64%	1%	-26%	1.6%	5%
CCC(Cc1ccccc1)NC(=O)c1ccc2nc(N3CCOCC3)sc2c1 (stereo not drawn)	11%	2%	4%	2.0%	·
O=C(CC(=O)c1ccccc1)CS(=O)(=O)c1ccccc1	·	·	-19%	0.3%	·
O=C(c1ccc(Cl)cc1)[C@@H]1[C@@H]2C(=O)N(c3cccc4ccccc34)C(=O)[C@@H]2C2c3ccccc3C=NN21 (stereo partly drawn)	0%	3%	3%	2.1%	39%
COc1cccc(CNC(=O)CCS(=O)(=O)c2ccc3c(c2)NC(=O)CS3)c1	8%	7%	-6%	2.6%	16%
Cc1nc2cc(C(=O)OCC(=O)Nc3cccc(Cl)c3)ccc2n1-c1ccccc1	-11%	?	2%	0.6%	39%
COc1ccc2c(c1)c(=O)cc(-c1ccccc1)n2C	11%	2%	0%	0.3%	-6%
Cc1nn(C)c(C(=O)N2CCN(C(=O)c3ccco3)CC2)c1[N+](=O)[O-]	-10%	3%	-2%	1.6%	-12%
COc1ccc(-c2cc3nc4c(c(N5CCC6(CC5)OCCO6)n3n2)CCC4)cc1	-11%	0%	-12%	13%	25%
O=C(NC(=S)Nc1ccc2oc(=O)ccc2c1)c1cc2ccccc2o1	7%	37%	-7%	8.3%	36%
CC(=O)Nc1cc2c(cc1NC(=O)Cn1nc(-c3ccccc3)ccc1=O)OCCO2	-11%	14%	4%	2.8%	3%
Cn1ccnc1SCC(=O)Nc1ccc2c(c1)OCCO2	-5%	-21%	-10%	1.0%	-9%
COc1ccc(SCC(=O)Nc2ccccc2Cl)cc1	1%	?	1%	i	?
CCOC(=O)CSc1nc(N)c2c3c(sc2n1)CCCC3	-5%	-10%	-8%	0.6%	?
Cc1ccc2nc(-c3cc(-c4ccccc4)no3)cn2c1	-13%	14%	-20%	1.9%	-2%
N#CC1=C(O)CCCn2c1nc1ccccc1c2=O	12%	-8%	2%	2.1%	7%
CCOC(=O)Cn1nc(CC)c2ccccc2c1=O	12%	7%	-4%	i	10%
CCOc1ccc(C2CC(c3cccc(OC)c3)n3nc(N)nc3N2)cc1 (stereo not drawn)	-10%	-7%	9%	1.3%	20%
CN(C(=O)Oc1cccc2ccccc12)C1C=CCC1 (stereo not drawn)	·	·	7%	2.7%	·
Nc1ccccc1/C=N\N=C/c1ccccc1N	0%	-7%	-10%	i	17%
Cc1nc(-c2ccccc2)c(Cc2ccccc2O)c(=O)[nH]1	-4%	-2%	-23%	i	7%
CN(C)c1ccc(C(O)P(=O)(OC2CCCCC2)OC2CCCCC2)cc1 (stereo not drawn)	7%	-2%	16%	0.7%	15%
COC(=O)C(Cc1ccccc1)NC(=O)CNC(=O)c1sc2ccccc2c1Cl (stereo not drawn)	14%	?	9%	i	71%
CC1CCN(c2cc(N3CCN(C(=O)c4ccc(F)c(F)c4)CC3)c([N+](=O)[O-])cc2F)CC1	-7%	11%	6%	0.1%	30%
NC(Cc1ccc2nonc2c1)C(=O)O (stereo not drawn)	2%	7%	3%	1.1%	-5%
CCC1C/C(=C/c2ccco2)C(=O)/C(=C/c2ccco2)C1 (stereo not drawn)	-2%	-5%	·	·	52%
CCCCNC(=O)Cn1nc(-c2ccc(C)cc2)ccc1=O	10%	10%	5%	0.4%	1%
CC(C)CC(=O)N1CCC(O)(CS(=O)(=O)c2ccc(Cl)c(Cl)c2)CC1	5%	3%	-5%	0.1%	5%
CN(C(=O)CCc1nnc(Cc2ccc(-c3ccccc3)cc2)o1)C1CCOCC1	1%	4%	-5%	i	40%
COc1ccc(C(C)C)cc1S(=O)(=O)N1CCN(c2ccccc2)CC1	6%	1%	-5%	2.2%	5%

Compounds from the list above containing two or more sulfur atoms:
SMILES	Salmonella PhoP GFP	H37Rv inhibition	influenza NS1A	inhibitors of VEEV	M. tuberculosis	others
CC(=O)c1ccc(NC(=O)CSc2ccsc2[N+](=O)[O-])cc1	·	·	-16%	i	·
COc1cccc(CNC(=O)CCS(=O)(=O)c2ccc3c(c2)NC(=O)CS3)c1	8%	7%	-6%	2.6%	16%
CCOC(=O)CSc1nc(N)c2c3c(sc2n1)CCCC3	-5%	-10%	-8%	0.6%	?

Fetched by compound from the list above (5):
SMILES	Salmonella PhoP GFP	H37Rv inhibition	influenza NS1A	inhibitors of VEEV	M. tuberculosis	others
CCCCNC(=O)Cn1nc(-c2ccc(C)cc2)ccc1=O	10%	10%	5%	0.4%	1%
CC(C)CC(=O)N1CCC(O)(CS(=O)(=O)c2ccc(Cl)c(Cl)c2)CC1	5%	3%	-5%	0.1%	5%
CCOc1ccc(C2CC(c3cccc(OC)c3)n3nc(N)nc3N2)cc1 (stereo not drawn)	-10%	-7%	9%	1.3%	20%
Cc1nc(-c2ccccc2)c(Cc2ccccc2O)c(=O)[nH]1	-4%	-2%	-23%	i	7%
COc1ccc(C(C)C)cc1S(=O)(=O)N1CCN(c2ccccc2)CC1	6%	1%	-5%	2.2%	5%

The list goes on.
SMILES	Salmonella PhoP GFP	H37Rv inhibition	influenza NS1A	inhibitors of VEEV	M. tuberculosis	others
COC(=O)C1=C(c2ccc(OC)c(OC)c2)C[C@@H]2CC[C@H]1N2C(=O)NC1CC1	·	5%	-1%	0.6%	-5%	inhibitors of VEEV 10K pilot screen=0.0
Cc1ccc(CN2CCN(Cc3c(C)nn(C(C)C)c3C)CC2CCO)o1 (stereo not drawn)	-9%	6%	2%	i	11%
O=C(Nc1nnc(S(=O)(=O)N2CCCC2)s1)c1ccccc1F	12%	-4%	4%	1.4%	31%
O=C(O)/C(=C\c1ccc(Cl)c([N+](=O)[O-])c1)c1ccc(S(=O)(=O)N2CCCC2)s1	·	-7%	-2%	i	44%
COc1ccc(-c2oc3cc(O)c(OC)c(O)c3c(=O)c2OC)cc1O	·	·	4%	8.0%	·
Cc1nc2ccccn2c1C(=O)N/N=C/c1ccccc1[N+](=O)[O-]	6%	-3%	-13%	i	-2%
CCN1CCN(c2c(S(=O)(=O)c3ccc(C)c(C)c3)cnc3ccc(F)cc23)CC1	-2%	-9%	3%	10%	13%
O=C(COC(=O)CNC(=O)c1ccccc1)NCCCc1ccccc1	·	5%	11%	0.7%	1%
COc1ccc(S(N)(=O)=O)cc1C(=O)NCCCN1CCN(c2cccc(Cl)c2)CC1	1%	1%	-4%	0.0%	9%	inhibitors of VEEV 10K pilot screen=0.0
Cc1cc(=O)[nH]c(S)c1C#N	9%	-3%	·	·	-2%
Cc1ccc(Nc2nc(-c3cccnc3)cs2)cc1C	-18%	-2%	-2%	1.8%	53%
CCOc1cccc(-c2cc(=O)[nH][nH]2)c1	9%	2%	-18%	1.2%	11%
CCN1C(=O)NC(c2ccccc2)C1=O (stereo not drawn)	86%	1%	-13%	1.1%	-1%
COc1ccc(NC(=O)CSc2n[nH]c(=O)n2Cc2ccccc2)cc1Cl	5%	7%	2%	0.5%	27%
CC(C)CC1NC(=O)N(CC(=O)Nc2cc([N+](=O)[O-])ccc2F)C1=O (stereo not drawn)	·	-11%	4%	0.1%	2%
COCc1c(C(=O)OCc2nnc(-c3ccc([N+](=O)[O-])cc3)o2)oc2ccccc12	·	8%	-3%	0.0%	10%
CC(C)CNC(=O)c1ccccc1NC(=O)CSCc1ccccc1	4%	-3%	2%	1.3%	-11%
CCC(C)[C@H](NC(=O)[C@@H]1CSC2c3ccccc3C(=O)N21)C(=O)NCc1ccco1 (stereo partly drawn)	6%	6%	1%	3.2%	1%
Cc1ccsc1C(=O)NC(C)c1ccccc1 (stereo not drawn)	7%	21%	9%	0.2%	-3%
CCCC(C(=O)Nc1ccncc1)c1ccccc1 (stereo not drawn)	-3%	-5%	-6%	1.3%	12%

A section taken from the entries so far:
SMILES	Salmonella PhoP GFP	H37Rv inhibition	influenza NS1A	inhibitors of VEEV	M. tuberculosis	others
COC(=O)C1=C(c2ccc(OC)c(OC)c2)C[C@@H]2CC[C@H]1N2C(=O)NC1CC1	·	5%	-1%	0.6%	-5%	inhibitors of VEEV 10K pilot screen=0.0
Cc1ccc(CN2CCN(Cc3c(C)nn(C(C)C)c3C)CC2CCO)o1 (stereo not drawn)	-9%	6%	2%	i	11%

The results go on.
SMILES	Salmonella PhoP GFP	H37Rv inhibition	influenza NS1A	inhibitors of VEEV	M. tuberculosis	others
COc1ccccc1NC(=O)C(C)OC(=O)Cn1cnc2c1c(=O)n(C)c(=O)n2C (stereo not drawn)	3%	-1%	-3%	i	-3%
Cc1ccc(S(=O)(=O)N2CCN(C(=O)CCC(=O)NCc3cccc(C(F)(F)F)c3)CC2)cc1	4%	-7%	-7%	7.4%	2%
Cc1ccc(CNC(=O)c2ccccc2NC(=O)CN2CC(C)OC(C)C2)cc1 (stereo not drawn)	7%	-11%	-10%	2.0%	4%
CCOC(=O)C1=CN(Cc2cccc(F)c2)S(=O)(=O)N(CC)C1c1ccc(F)c(Cl)c1 (stereo not drawn)	·	·	-12%	i	·
